# Assay outcomes deposited in PubChem BioAssay by several laboratories.
# Rv3671c inh: Rv3671c (M. tuberculosis) protease inhibition; P9WHR9; inhibition, % at 5.96 µM; 320,000 tested, 0.048% active; AID 2606; in the data active means inhibition above about 38%;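 further: extracellular domain of Rv3671c used as enzyme; 0% = enzyme with DMSO and 100% = no enzyme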
# Target sequence (P9WHR9 whole entry, looked up, the tested form may be a part): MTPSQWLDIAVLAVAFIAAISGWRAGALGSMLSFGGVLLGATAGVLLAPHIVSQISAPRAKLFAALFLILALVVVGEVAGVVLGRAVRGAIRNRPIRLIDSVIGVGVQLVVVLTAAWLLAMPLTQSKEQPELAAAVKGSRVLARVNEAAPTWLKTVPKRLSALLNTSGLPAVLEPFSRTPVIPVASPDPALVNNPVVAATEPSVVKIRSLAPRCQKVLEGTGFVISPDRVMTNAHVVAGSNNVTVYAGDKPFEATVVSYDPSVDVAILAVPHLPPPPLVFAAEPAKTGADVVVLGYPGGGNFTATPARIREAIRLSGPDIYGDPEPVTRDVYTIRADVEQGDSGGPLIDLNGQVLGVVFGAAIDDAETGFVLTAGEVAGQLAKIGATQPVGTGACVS
# Yp Topo-I inh: blocks Yersinia pestis topoisomerase I activity. Y. pestis Topo-I cleavage product accumulation, plate reader. AID 504884. 360,000 tested, 0.064% active. activity, % at 10 µM; in the data active means activity above about 50%, passing the limit was not always enough; further: inactives centre near 2
# SSB-PriA inh: K. pneumoniae PriA-SSBct interaction inhibition; AlphaScreen SSBct-PriA binding, biotinylated peptide; inhibition, % at 33 µM; 430,000 tested, 0.6% active; AID 1272365; in the data active means inhibition mostly above about 37%, no sharp cut-off; inactive means mostly below about 20%;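 further: plate controls were negative control peptide for no effect and reference peptide for full effect; strong numbers were not always called active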
# DUSP3 inh: blocks human VHR1 dual specificity phosphatase. P51452. recombinant VHR phosphatase, pNPP absorbance. inhibition, % at 13.3 µM. 290,000 tested, 0.52% active. AID 1654; in the data active means inhibition above about 50%; further: some compounds called inactive have numbers as strong as hits
# Target sequence (P51452 whole entry, looked up): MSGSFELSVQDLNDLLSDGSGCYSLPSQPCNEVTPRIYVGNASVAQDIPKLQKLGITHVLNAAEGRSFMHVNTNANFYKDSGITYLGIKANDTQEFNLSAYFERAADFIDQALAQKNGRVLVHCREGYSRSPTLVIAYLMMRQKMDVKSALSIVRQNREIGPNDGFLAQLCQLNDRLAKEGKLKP
# SARS 3CLpro inh: SARS-CoV 3CLpro protease inhibition; P0C6X7; recombinant SARS-CoV 3CLpro, quenched FRET peptide cleavage; inhibition, % at 6 µM; 290,000 tested, 0.14% active; AID 1706; in the data active means inhibition above about 12%
# Vc quorum ag: induces V. cholerae light production without autoinducers; V. cholerae BH1578 lux reporter, luminescence, 6 h; activation, % at 18.7 µM; 350,000 tested, 0.16% active; AID 588436; in the data active means activation mostly above about 9.7%, no sharp cut-off; further: not every result past the cut was called active; inactives centre near 0; reference of the scale not given here
# MazEF act: increases E. coli MazEF RNase cleavage of RNA. P0AE70. FAM/BHQ RNA-DNA oligo cleavage fluorescence, 5 h. activation, % at 20 µM. 350,000 tested, 0.32% active; in the data active means activation above about 50%
# Target sequence (P0AE70 whole entry, looked up): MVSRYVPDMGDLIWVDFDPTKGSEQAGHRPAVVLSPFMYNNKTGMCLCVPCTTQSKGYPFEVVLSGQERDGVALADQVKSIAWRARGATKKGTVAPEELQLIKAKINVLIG
# TcdB inh: inhibitors of Clostridioides difficile toxin B glycohydrolase | P18177 | TcdB glycohydrolase enzymatic assay, plate reader | inhibition, % at 9.99 µM | 350,000 tested, 0.24% active | AID 652162; in the data active means inhibition above about 10%
# Anthrax LF prot: blocks Bacillus anthracis lethal factor protease; 360,000 tested, 0.12% active; P15917; AID 588501; inhibition, % at 10 µM; multiplex microsphere protease cleavage assay, LF; in the data active means inhibition above about 30%; further: plate controls were buffer without enzyme for full effect and enzyme alone for no effect
# PfHsp40 yeast: rescue of PfHsp40-mediated yeast toxicity | S. cerevisiae expressing PfHsp40, growth rescue, ATP luminescence | 340,000 tested, 0.68% active | AID 504582 | growth rescue, % at 12.5 µM; in the data active means growth rescue above about 28%, passing the limit was not always enough;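 further: yeast W303a lacking pdr1 and pdr3 grown in galactose medium; growth measured after three days at 30 °C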
# An asterisk follows results filed as active; i = inactive; x = no result given; & = joins results of further samples. Only part of the results is shown, so the mix of outcomes need not match the whole.
SMILES,Rv3671c inh,Yp Topo-I inh,SSB-PriA inh,DUSP3 inh,SARS 3CLpro inh,Vc quorum ag,MazEF act,TcdB inh,Anthrax LF prot,PfHsp40 yeast
Cc1cc(S(=O)(=O)N2CCN(Cc3ccc4c(c3)OCO4)CC2)cc(C)c1N1CCCC1=O,4,-3,2,-1,3,i,9,-3.7,1,-1.6
O=C(CN1c2ccccc2Sc2ccccc21)NNC(=S)Nc1ccc(Cl)cc1Cl,5,-6,-1,21,1,0.6,-13,x,-7,-0.2
NC(=O)CSc1nnc(-c2ccc(S(=O)(=O)N3CCCC3)cc2)n1Cc1ccco1,-6,0,-21,14,-3,i,-4,-0.1,0,-0.8
O=[N+]([O-])c1ccc(/C=N/NC(=S)Nc2ccccc2C(F)(F)F)o1,1,-9,x,13,-5,0.6,4,x,0,-0.5
Nc1nc(Nc2ccc(Cl)cc2)nc(NCc2ccco2)c1[N+](=O)[O-],1,-3,21,17,3,i,-4,2.1,0,6.0
CCCS(=O)(=O)NC(=O)C1(C)CCCN(C(=O)Cc2ccc3ccccc3c2)C1 (stereo unspecified),x,4,x,x,x,i,x,-1.0,3,x
C[C@H](CO)N1C[C@H](C)[C@@H](CN(C)C(=O)Nc2ccc3c(c2)OCO3)Oc2c(NC(=O)C3CCCCC3)cccc2C1=O,-2,2,3,x,x,i,3,0.4&-0.1,-10,0.2
COC(=O)c1c(C)[nH]c(C(=O)OC(C)C(=O)NC2CCCCC2C)c1C (stereo unspecified),x,1,x,x,x,i,-18,-0.2,-1,x
COc1ccccc1NC(=O)Nc1c(C)nn(C)c1C,9,11,-2,16,-6,-1.1,2,0.5,4,-0.5
O=[N+]([O-])c1ccc(-c2csc(COc3ccccc3)n2)cc1,x,5,x,x,x,i,5,-0.2,-1,x
COc1ccc2[nH]c3nc(SCc4nnc(-c5ccccc5)o4)nnc3c2c1,-24,5,-9,12,3,-0.7,20,x,-4,-0.5
CC(C)(C)c1ccc(C(=O)NN2C(=O)CSC2=S)cc1,-9,-5,-4,3,5,i,-2,0.6,-7,-0.2
CC1(C(=O)NCc2cccnc2)CCN1C(=O)c1cccc(F)c1 (stereo unspecified),x,-5,x,x,x,-0.5,x,0.4,-6,x
CC(C)CN(C(=O)CCCc1nc2ccccc2c(=O)[nH]1)c1c(N)n(Cc2ccccc2)c(=O)[nH]c1=O,3,-2,-4,x,x,i,3,2.9,7,-0.7
CCOC(=O)C(C)c1ccc2cc(OC)ccc2c1 (stereo unspecified),-3,3,-19,16,-6,i,-25,x,0,0.6
Cc1noc(C)c1NC(=O)Nc1ccc2c(c1)C(=O)N([C@H](C)CO)C[C@H](C)[C@@H](CN(C)C(=O)Nc1c(C)noc1C)O2,-3,-2,-8,x,x,i,5,0.3&0.9,0,0.0
Cc1cc(C(=O)COC(=O)CNS(=O)(=O)c2ccc3ccccc3c2)c(C)n1-c1ccccc1,-31,40,14,-4,2,i,2,x,-2,3.9
COc1cc(C(=S)N2CCOCC2)ccc1OC(=O)c1ccc(Br)cc1,x,42,-6,35,0,-0.2,-1,-0.2,-10,-0.5
c1ccc2c3c([nH]c2c1)CNCC3,-1,10,2,1,-5,4.2,8,0.8,-10,0.2
COc1cccc(OC)c1OCCCOc1c(OC)cccc1OC,5,6,-8,15,-3,-0.4,-3,x,4,0.9
COc1ccc(CCC(C)NCC(C)c2ccccc2)cc1 (stereo unspecified),2,3,-1,5,6,-0.6,3,-0.3,2,-1.5
O=C(Cc1cccs1)NCc1ccncc1,-6,-2,-5,5,3,-6.2,8,0.1,-2,13
O=C(CCCN1C(=O)NC2(CCCC2)C1=O)NCc1ccccc1,1,4,2,x,x,-0.6,3,-0.1,-9,-1.6
COc1ccc(-c2cc(-c3ccccc3)nc(NN)n2)cc1OC,-40,16,-4,54*,-2,0.5,14,0.1,-5,0.6

# The closing 6 records of the section before are carried over, then new ones follow.
SMILES,Rv3671c inh,Yp Topo-I inh,SSB-PriA inh,DUSP3 inh,SARS 3CLpro inh,Vc quorum ag,MazEF act,TcdB inh,Anthrax LF prot,PfHsp40 yeast
c1ccc2c3c([nH]c2c1)CNCC3,-1,10,2,1,-5,4.2,8,0.8,-10,0.2
COc1cccc(OC)c1OCCCOc1c(OC)cccc1OC,5,6,-8,15,-3,-0.4,-3,x,4,0.9
COc1ccc(CCC(C)NCC(C)c2ccccc2)cc1 (stereo unspecified),2,3,-1,5,6,-0.6,3,-0.3,2,-1.5
O=C(Cc1cccs1)NCc1ccncc1,-6,-2,-5,5,3,-6.2,8,0.1,-2,13
O=C(CCCN1C(=O)NC2(CCCC2)C1=O)NCc1ccccc1,1,4,2,x,x,-0.6,3,-0.1,-9,-1.6
COc1ccc(-c2cc(-c3ccccc3)nc(NN)n2)cc1OC,-40,16,-4,54*,-2,0.5,14,0.1,-5,0.6
Cc1ccc(S(=O)(=O)Nc2ccccc2C(=O)NCc2cccnc2)cc1,-5,-9,-8,0,-2,-0.3,8,1.0,2,-1.6
NC(=O)c1nsc(C(=O)N(Cc2ccc(F)cc2)C(C(=O)NC2CCCC2)c2ccco2)c1N (stereo unspecified),-3,19,1,32,-6,-0.5,7,1.4,0,-0.4
Cc1ccc(/C=C2/Sc3ccc(C(=O)N4CCC5(CC4)OCCO5)cc3NC2=O)cc1,-4,14,-5,35,-1,2.5,-9,1.7,-1,0.9
O=C(CCc1nc(-c2ccccc2)no1)Nc1cccnc1,-4,-2,-8,28,-3,-0.3,2,0.5,0,-1.0
CCOC(=O)CCc1nn(C)c(=O)c2ccccc12,5,-6,-18,-17,3,-0.4,0,-1.1,-2,-0.4
O=C1c2ccccc2C(Nc2cccnc2)N1Cc1ccccc1 (stereo unspecified),-3,-1,-8,4,-3,i,1,6.7,0,-0.4
COc1ccc(NC(=S)N2CCN(S(=O)(=O)c3ccc(F)cc3)CC2)cc1,x,-16,10,7,0,-0.7,0,1.7,3,0.5
CCCC(C)NC(=O)CSCc1ccc(OC)cc1 (stereo unspecified),9,0,-3,21,0,-0.2,3,0.4,-5,-1.6
Cc1ccccc1NC(=O)NCCCN1CCN(C2CCCCC2)CC1,-1,-2,-12,7,2,-0.3,11,x,-1,0.9
CCn1c(SCC(=O)Nc2sc(C)c(C)c2C#N)nnc1C(C)C,5,6,-5,24,-3,i,-4,x,-2,0.7
COc1ccc2c(c1)C(SCC(=O)NCc1ccccc1)CC(C)(C)O2 (stereo unspecified),5,-1,-5,11,1,-0.2,-20,1.9,-5,4.2
O=C(CC1Sc2ccccc2NC1=O)c1ccc(Br)cc1 (stereo unspecified),-3,14,0,-2,-3,-0.4,17,0.4,0,-0.6
CCCNS(=O)(=O)c1ccc(NC(=O)c2ccccn2)cc1,5,-7,-14,5,-5,-5.0,-1,x,0,17
CCOC(=O)c1ccc(NC(=O)Cn2c(-c3nonc3N)nc3ccccc32)cc1,-21,-6,-15,2,2,i,-21,0.7,6,0.9
CC1=NN(c2nc(-c3ccc(C)cc3)cs2)C(=O)C1N=Nc1ccc2ccccc2c1 (stereo unspecified),6,-11,10,-15,-4,3.1,-3,x,-3,-0.9
CC(Oc1cccc(F)c1)c1ccnc2nc(/N=C/N(C)C)nn12 (stereo unspecified),5,-2,x,27,-3,-0.7,1,-5.5,-2,-1.1
COc1ccc(/C=C/C(=O)Nc2ccc(S(=O)(=O)Nc3cc(C)nc(C)n3)cc2)cc1OC,-4,2,-6,-16,-4,-0.2,10,1.3,-2,-0.3
CC(=O)NCCCNC(=S)NCCCN(Cc1ccc(Cl)cc1)c1ccc(Br)cn1,x,39,x,x,x,-0.4,x,0.6,-6,x
COc1ccccc1-c1nc(C#N)c(N2CCC(Cc3ccccc3)CC2)o1,2,4,16,24,-2,i,1,x,-10,-0.6
COC(=O)CNC(=O)c1c(C)cc(=O)oc1C,-1,-9,-17,-6,1,i,-5,x,-2,-0.2
CCOc1ccccc1CN1CCC(N2CCOCC2)CC1,3,0,-1,24,-6,i,7,-0.5,-11,0.1
COc1cccc(OC)c1CC1SC(=O)NC1=O (stereo unspecified),5,6,-19,11,4,-2.0,-2,1.3,0,-0.7
COc1ccccc1CNC(=O)C1CCC(CNc2c(N3CCOCC3)c(=O)c2=O)CC1 (stereo unspecified),3,0,-14,11,0,-0.2,-2,0.2,-11,0.1
COC(=O)CC1SC(=O)NC1=Nc1ccc(OC)cc1 (stereo unspecified),-3,-3,-17,-15,1,0.7,5,x,1,-1.3
O=C1CS/C(=N/N=C\c2ccn[nH]2)N1,5,-4,x,10,3,i,0,-0.2,2,x
OC(c1ccc(F)c(F)c1)c1nc(-c2cccc3cccnc23)cs1 (stereo unspecified),x,-4,x,x,x,-0.7,x,-0.6,3,x
CC(C)C(=O)NC(=S)Nc1ccc(S(=O)(=O)Nc2nccs2)cc1,-5,-15,-7,5,1,-0.4,10,0.1,-2,0.8
O=C(CN1CCN(c2ccccn2)CC1)Nc1cccc(Br)c1,-9,1,2,0,-2,-0.6,2,0.2,0,2.2
CC(C)[C@H](NC(=O)c1ccccc1F)C(=O)Nc1ccc(F)c(F)c1,-6,7,-12,x,5,i,3,1.4,7,1.6
COc1ccc(CCN(C)C/C=C/c2ccccc2[N+](=O)[O-])cc1OC,x,-14,15,1,-3,-1.8,2,-4.7,-10,-0.7
CCOc1ccc(C(=O)NCC(=O)N2CCC(C)CC2)cc1OCC,6,-8,-5,12,5,1.3,9,1.3,-5,1.9
COC(=O)c1[nH]c2ccc(F)cc2c1NC(=O)CCN1CC(C)OC(C)C1 (stereo unspecified),0,-7,-12,-7,0,i,-7,x,-1,-1.6
COC(=O)c1ccccc1NC(=O)CN1CCCCCC1,8,4,-3,15,2,-1.9,14,-1.3,-4,0.4
O=C(Nc1ccc(Cl)c(Cl)c1)Nc1ccccc1NS(=O)(=O)c1cccs1,-116,-10,-6,6,-5,-0.3,-1,0.9,-1,1.9
COC(=O)[C@]1(Cc2ccccc2)N[C@H](c2ccc(-c3ccc(F)cc3)cc2)[C@@H]2C(=O)N(C)C(=O)[C@@H]21,-12,11,-14,x,x,-3.7,-6,0.6,8,4.0
CCN(CC)c1ccc(C(=O)O)cc1,3,-3,-6,21,-7,-0.2,-12,0.6,1,-0.1
CN(CC(=O)Nc1cccc(F)c1)CC(=O)Nc1cc(S(=O)(=O)N2CCOCC2)ccc1Cl,-6,11,-11,x,x,-0.4,3,0.5,-8,-0.2
N#Cc1ccccc1OCCOCCNC1CCCC1,5,5,2,-11,-5,-0.2,5,-0.5,-1,0.0
CCC(CC)c1nnc(NC(=O)CCNC(=O)c2ccccc2Cl)s1,-9,8,9,-13,5,-0.7,-6,2.0,7,-0.6
CCN1CCN(CC(O)COc2ccc3c(c2)CCC3)CC1 (stereo unspecified),-12,-1,6,-4,1,-0.1,-5,0.2,0,-1.3
COc1ccc(CN2CCC(CO)(CCOc3ccccc3)CC2)cc1C,2,7,4,-4,0,-0.6,3,-0.5,0,1.4
Clc1ccccc1N=C1NN=C(c2cccs2)CS1,-6,-2,9,16,4,-0.4,1,1.0,-6,-0.3
COc1ccccc1CNC(=O)c1oc2ccc(S(=O)(=O)N3CCCC3)cc2c1C,-4,28,-7,-8,3,i,2,x,5,-0.1
CC1(c2nnc(-c3ccncc3)o2)CC(c2ccccc2)=NO1 (stereo unspecified),-1,-9,-13,x,x,i,28,1.2,-9,0.6
CC(C)(C)C1CCC(=NNC(=O)C(=O)NCc2ccco2)CC1 (stereo unspecified),11,-3,4,19,2,0.0,7,-1.4,-6,-0.2
